# IP6K1 inhibitor – Primary qHTS assay for small molecule inhibitors of Inositol hexaphosphate kinase 1 (IP6K1); Inositol hexakisphosphate kinase 1 (Homo sapiens), Q92551; IP6K1 kinase, ADP-Glo luminescence, 2 h; stronger effect = lower value; activity change, % (series mostly up to about 58 µM); 140,000 tested, 0.81% active; AID 1645851, 2021; in the data active = activity change below about -25%
# Target sequence (Q92551 whole entry, looked up): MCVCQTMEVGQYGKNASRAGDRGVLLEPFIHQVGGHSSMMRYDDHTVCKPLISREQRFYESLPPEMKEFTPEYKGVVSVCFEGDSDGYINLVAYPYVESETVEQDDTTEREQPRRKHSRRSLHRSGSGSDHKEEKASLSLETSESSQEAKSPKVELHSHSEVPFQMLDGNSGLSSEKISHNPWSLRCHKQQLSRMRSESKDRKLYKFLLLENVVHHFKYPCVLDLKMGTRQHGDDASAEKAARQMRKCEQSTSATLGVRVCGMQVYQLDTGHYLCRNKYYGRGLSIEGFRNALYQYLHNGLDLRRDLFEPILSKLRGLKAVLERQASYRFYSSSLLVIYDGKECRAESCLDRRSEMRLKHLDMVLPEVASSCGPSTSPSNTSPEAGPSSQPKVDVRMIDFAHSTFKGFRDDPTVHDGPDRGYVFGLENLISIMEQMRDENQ
#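 ADP-Glo luminescence measures ADP made by human IP6K1 during a 2 h RT reaction with ATP/IP6 (mix at 1.3 mM/130 uM); top library doses 57.5 and 19.1 uM final.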
# HEK293 viab – GF-AFC viability counterscreen for inhibitors of alpha-synuclein gene (SNCA) expression; HEK-293-SNCA-luc viability, GF-AFC fluorescence, 24 h; Potency, µM (series often up to 57.1 µM), without a hit: at the highest dose activity change, negative = cytotoxicity, usual class: cytotoxic; 150,000 tested, 0.12% active;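 also: potency is read from the fitted curve at half-maximal effect; 0% = DMSO-treated cells and -100% = medium-only wells without cells; nearly all actives have a fitted effect of over 30% in size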
#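 HEK-293-SNCA-luc cells (1500/well) plated 24 h, then exposed 24 h to a dilution series; GF-AFC added 30 min at 37C, fluorescence 405/540 nm; normalised to medium-only and DMSO wells, Hill fit.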
# Luciferase inh – Firefly luciferase inhibition profiling of diverse chemical library using quantitative high-throughput screening | Luciferin 4-monooxygenase (Photinus pyralis), P08659 | purified P. pyralis luciferase, luminescence, biochemical | Potency, µM (titrated, usually from 115 µM), for inactives: top-dose activity change, negative = inhibition, hits mostly inhibitors | 76,000 tested, 2.5% active; also: potency is read from the fitted curve at half-maximal effect; nearly all actives have a fitted effect of over 65% in size
# Target sequence (P08659 whole entry, looked up): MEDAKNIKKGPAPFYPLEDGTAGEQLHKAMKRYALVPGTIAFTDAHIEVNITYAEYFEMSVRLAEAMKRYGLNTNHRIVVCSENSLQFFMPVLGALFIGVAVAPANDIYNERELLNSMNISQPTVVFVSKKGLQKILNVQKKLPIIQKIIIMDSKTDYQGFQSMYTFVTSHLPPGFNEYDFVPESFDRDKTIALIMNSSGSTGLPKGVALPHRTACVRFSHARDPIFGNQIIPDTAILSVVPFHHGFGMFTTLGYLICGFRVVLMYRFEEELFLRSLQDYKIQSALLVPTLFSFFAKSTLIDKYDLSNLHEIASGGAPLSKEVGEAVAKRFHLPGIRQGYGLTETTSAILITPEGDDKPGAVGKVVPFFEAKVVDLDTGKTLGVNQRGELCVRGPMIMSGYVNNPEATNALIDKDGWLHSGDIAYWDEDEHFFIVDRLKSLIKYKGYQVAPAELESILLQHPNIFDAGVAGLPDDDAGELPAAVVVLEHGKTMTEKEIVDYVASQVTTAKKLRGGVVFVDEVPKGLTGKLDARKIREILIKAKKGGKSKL
#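 FLuc 10nM, D-luciferin 10uM, ATP 10uM, Mg acetate 10mM, Tris acetate pH 7.5, Tween/BSA; cpd qHTS; enzyme added last; CCD luminescence.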
# HEK cytotox – Cytotoxic Profiling in HEK 293 Cell Line of Diverse Libraries Using Quantitative High-Throughput Screening; 94,000 tested, 6.6% active; Potency, µM (series often up to 115 µM), for the others: at the top dose activity change, negative = cytotoxicity, usual class: inhibitors; HEK 293 viability, ATP luminescence (CellTiter-Glo), 48-72 h; also: potency is read from the fitted curve at half-maximal effect; nearly all actives have a fitted effect of over 60% in size
#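 Pintool-delivered compounds were incubated with HEK 293 cells (250 cells/well) at 37 degree Celsius for 48 or 72 hr. ATP-dependent luminescence (CellTiter-Glo) then reported remaining viable cells.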
# 3T3 cytotox – Cytotoxic Profiling in NIH 3T3 Cell Line of Diverse Libraries Using Quantitative High-Throughput Screening | NIH 3T3 viability, CellTiter-Glo ATP luminescence, 48-72 h | Potency, µM (top dose mostly 96.7 µM), without a hit: at the highest dose activity change, negative = cytotoxicity, usual class: inhibitors | 94,000 tested, 4.3% active; also: potency is read from the fitted curve at half-maximal effect; nearly all actives have a fitted effect of over 55% in size
#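 Cytotoxicity is measured as loss of cellular ATP: NIH 3T3 cells (400/well) are exposed to compound for 48 or 72 hr at 37 °C, then CellTiter-Glo luminescence is imaged after 10 min at room temperature.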
# GPT2 inhibitor – Primary qHTS assay for inhibitors of Glutamate pyruvate transaminase 2 (GPT2); Recombinant GPT2, coupled pyruvate oxidase/HRP Amplex Red fluorescence; Alanine aminotransferase 2 (Homo sapiens), Q8TD30; 100,000 tested, 0.25% active; Potency, µM (top dose mostly 57.7 µM), without a hit: top-dose activity change, negative = inhibition, most hits filed as inhibitors; also: potency is read from the fitted curve at half-maximal effect; nearly all actives have a fitted effect of over 60% in size; many of its hits are not listed in these tables
#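 GPT2 10ng/uL, a-KG 250uM, L-Ala 2mM, HEPES pH7.5 + 0.0001% Tween; 30 min RT. Then Amplex mix (PO/HRP/ThPP), 30 min RT dark, fluorescence. AOA 50uM used as positive control.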
# SNCA expr inh – Primary qHTS assay for inhibitors of alpha-synuclein gene (SNCA) expression. 140,000 tested, 0.17% active. Potency, µM (top dose mostly 57.2 µM), for inactives: top-dose activity change, negative = inhibition, most hits filed as inhibitors. HEK-293 SNCA-luciferase knock-in, luminescence, 24 h. AID 1671194, 2021;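 also: potency is read from the fitted curve at half-maximal effect; plate controls were DMSO cells for no effect and cell-free wells for full effect; nearly all actives have a fitted effect of over 45% in size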
# * = called active by the depositor; i = inactive; ? = inconclusive; · = no result given; [ ] = dose if it differs, or a comment. Unless noted, calls follow the shape of the dose curve; as a rule, active = well fitted curve in the direction sought with a large enough effect; inconclusive = small, poorly fitted or top-dose-only effect, or another doubt; inactive = no such curve, though single readings can be large; an effect the other way counts as inactive or inconclusive. Unless noted, % is scaled to controls: 0 for no effect and ±100 for the full control effect. A portion of the library; count on the stated rates, not on these rows.
# The first 9 compounds, to show the layout:
SMILES,IP6K1 inhibitor,HEK293 viab,Luciferase inh,HEK cytotox,3T3 cytotox,GPT2 inhibitor,SNCA expr inh
COCCN1C(=O)c2[nH]nc(-c3cc(C)ccc3O)c2C1c1ccc(C(C)C)cc1 (configuration not stated),-14,?,·,·,·,·,4%
COc1ccc(C(=O)NC2(C(F)(F)F)C(=O)NC(C)=C2C#N)cc1 (configuration not stated),19,2%,·,·,·,·,17%
O=[S+]([O-])(NC1CCN(c2ccc3nnc(-c4ccccc4)n3n2)CC1)c1ccccc1,-20,·,·,?,?,·,·
COC(=O)[C@@H]1Cc2c([nH]c3ccccc23)[C@H]2C[C@@H](NCc3cccnc3)C[C@@H](c3ccc(OC(F)(F)F)cc3)N21,-17,2%,-1%,28µM*,32µM*,-8%,0%
CCc1nc2ccc(C(=O)NCCc3ccccc3OC)cc2nc1CC,-17,?,·,·,·,·,42%[activator]
Cc1c(Cl)c(C(=O)N2CCCC(C)(Cc3ccc4c(c3)OCO4)C2)nn1C (configuration not stated),-1,-11%,32µM*,?,?,-7%,42%[activator]
COc1ccc(CCN2CC(NCc3ccc4c(c3)OCCO4)CC2=O)cc1 (configuration not stated),0,27%,-6%,i,-25%,-1%,17%
Cc1cc(S(=O)(=O)N2CCCN(C)c3ccccc32)ccc1F,1,13%,-3%,79µM*,?,-2%,-16%
COc1ccc(CN2CCC3(CC(C)=NO3)C2)cc1 (configuration not stated),1,-8%[87.6 µM],-4%[172 µM],-4%[172 µM],1%[138 µM],i,43%[activator][87.6 µM]

# The listing (from the top)
SMILES,IP6K1 inhibitor,HEK293 viab,Luciferase inh,HEK cytotox,3T3 cytotox,GPT2 inhibitor,SNCA expr inh
COCCN1C(=O)c2[nH]nc(-c3cc(C)ccc3O)c2C1c1ccc(C(C)C)cc1 (configuration not stated),-14,?,·,·,·,·,4%
COc1ccc(C(=O)NC2(C(F)(F)F)C(=O)NC(C)=C2C#N)cc1 (configuration not stated),19,2%,·,·,·,·,17%
O=[S+]([O-])(NC1CCN(c2ccc3nnc(-c4ccccc4)n3n2)CC1)c1ccccc1,-20,·,·,?,?,·,·
COC(=O)[C@@H]1Cc2c([nH]c3ccccc23)[C@H]2C[C@@H](NCc3cccnc3)C[C@@H](c3ccc(OC(F)(F)F)cc3)N21,-17,2%,-1%,28µM*,32µM*,-8%,0%
CCc1nc2ccc(C(=O)NCCc3ccccc3OC)cc2nc1CC,-17,?,·,·,·,·,42%[activator]
Cc1c(Cl)c(C(=O)N2CCCC(C)(Cc3ccc4c(c3)OCO4)C2)nn1C (configuration not stated),-1,-11%,32µM*,?,?,-7%,42%[activator]
COc1ccc(CCN2CC(NCc3ccc4c(c3)OCCO4)CC2=O)cc1 (configuration not stated),0,27%,-6%,i,-25%,-1%,17%
Cc1cc(S(=O)(=O)N2CCCN(C)c3ccccc32)ccc1F,1,13%,-3%,79µM*,?,-2%,-16%
COc1ccc(CN2CCC3(CC(C)=NO3)C2)cc1 (configuration not stated),1,-8%[87.6 µM],-4%[172 µM],-4%[172 µM],1%[138 µM],i,43%[activator][87.6 µM]
Cc1ccc(-n2c3c(cc(-c4nc(-c5ccc(Cl)cc5)cs4)c2=O)C(=O)CC(C)(C)C3)cc1C,-11,0%,·,·,·,·,0%
Cn1cc(C(=O)NCC2CN(C(=O)c3cc4ccccc4n3C)CC23CN(c2ccccc2)C3)cn1 (configuration not stated),-3,-5%,11%,?,-9%,1%,5%
COCCN1C(=O)[C@H]2CN(Cc3cccc(C)c3)C[C@H]2C1=O,-18,2%,0%,-18%,-19%,i,4%
COCCC(=O)N1CCCC(c2nc(CCOc3cccc(C)c3)no2)C1 (configuration not stated),-1,6%,-7%,-10%,-15%,i,17%
CS(=O)(=O)N1C[C@H]2CCN(C(=O)c3ccc4cc[nH]c4c3)C[C@H]21,32,9%[12.5 µM],0%,i,-4%,-14%,30%[activator]
CCC(=O)N1CCC(Oc2nccnc2N2CCOCC2)C1 (configuration not stated),25,-1%,9%,-5%,5%,-8%,3%
CN1CCN(C(=O)[C@@H]2C[C@H](C(=O)O)CN(Cc3cccc(F)c3)C2)CC1,18,-4%,-7%,-23%,1%,-26%,4%
COc1c[nH]c(CN2CCCC(Nc3ccc(C(C)C)cc3)C2)cc1=O (configuration not stated),4,2%,11%,?,?,1%,19%
Cc1ccc2c(CC(=O)Nc3cccc(Cl)c3C)coc2c1,-1,8%,·,·,·,·,94%[activator]
O=C(NCCCn1cccn1)C1CCCCc2nnc(-c3ccccc3)n21 (configuration not stated),21,7%,·,-11%,-23%,3%,16%
CCOC(=O)C1=C(CS(=O)(=O)c2cccc(C(F)(F)F)c2)NC(=O)NC1c1cccc(OC)c1 (configuration not stated),1,-12%,·,·,·,·,?
Clc1cnccc1CN1CCNc2cc(-c3ccccc3)ncc2C1,0,-22%[87.6 µM],28µM*,?,?,0%[88.5 µM],7%[87.6 µM]
COCCCNc1oc(-c2ccc(COc3ccc(Cl)cc3)o2)nc1C#N,-9,-3%,·,·,·,·,-17%
COc1cc(OC)cc(N2C(=O)N(CC(=O)c3ccc(F)cc3)c3ccccc3S2(=O)=O)c1,4,?,·,·,·,·,3%
CCC(=O)c1ccc(O)cc1,19,-11%[23.9 µM],·,·,·,i,20%[25.6 µM]
O=C(NC1CCCCC1)C1CN(C(=O)c2ccc(Br)o2)CC12CCOCC2 (configuration not stated),-11,4%,6%,i,i,i,-3%
Cc1cccc(CN2CCN(CC(=O)NCCc3ccc(Cl)cc3)C2=O)c1,3,17%,·,·,·,·,134%[activator]
O=C(NCc1ccc(F)cc1)c1ccc(N2CC3CC(C2)[C@H]2CCCC(=O)N2C3)nc1 (some centres not stated),12,-3%,-9%,-8%,?,3%,?
CN(C)Cc1nnc(C2CC(NC(=O)CSCC3CC3)C2)n1C (configuration not stated),41,10%,-3%,-1%,-8%,-11%[11.5 µM],11%
O=C(C1CC1)N(C1CCOCC1)C1CCN(S(=O)(=O)c2cc(F)cc(F)c2)CC1,-15,4%,9%,-9%,-21%,i,2%
COc1ccc(-c2cc(N3CCN(C(=O)Cc4ccc(C)cc4)CC3)n[nH]2)cc1,15,0%,0%,2%,-5%,-12%,-3%
O=C(c1cc(F)ccc1F)N1CCCCCC1c1nnc(-c2ccccc2)o1 (configuration not stated),16,3%,8%,?,0%,-2%,-4%
COCCCNC(=O)C1c2ccccc2C(=O)N(C2CCCC2)C12CCCCC2 (configuration not stated),21,-14%,5%,-4%,2%,-5%,-26%
CCCN(C(=O)C(=O)Nc1ccc2nc3n(c(=O)c2c1)CCCCC3)c1ccc(OCC)cc1,-4,-18%,·,·,·,·,22%
COC(=O)N[C@H]1[C@H](OC(=O)c2ccccc2)[C@@H]2O[C@H]1c1ccccc12,-11,20%[23.9 µM],·,?,?,i,40%[activator][25.6 µM]
O=C(c1ccc(-n2cnnn2)cc1O)N1CCCC(CCc2ccc(F)cc2)C1 (configuration not stated),7,-9%,-2%,35µM*,?,-7%,?
CC(C)C(=O)NC1CC(=O)N(c2ccc3c(c2)OCCO3)C1 (configuration not stated),57,3%,·,·,·,·,22%
CN1CCC(N(Cc2cccs2)c2ccccc2)CC1,30,7%,·,·,·,2%,-17%[25.6 µM]
CCOC(=O)c1cccc(NC(=O)c2ccc3c(c2)nnn3C2CCCC2)c1,35,-10%,·,·,·,·,1%
CN(C)c1cccc(C(=O)NCC2CCN(c3cc(-c4ccc(Cl)cc4)[nH]n3)CC2)c1,4,-23%,?,?,40µM*,?,-1%
Cc1ccccc1N1CCN(C(=O)Cn2nc3n(c2=O)CCC(N)CC3)CC1 (configuration not stated),-3,3%,1%,i,1%,i,7%
COCC(=O)N1CCN(Cc2ccccc2-c2ccccc2F)CC1,-6,1%[12.5 µM],·,?,-11%[138 µM],i,-8%[87.6 µM]
COCCOc1cc(=O)n2c(c1C(=O)NC1CCCCCC1)CCOCC2,1,-11%,-5%,-3%,-2%,?,-17%
c1ccc(OCc2cc(CC3(NC4CCC4)COC3)no2)cc1,8,5%[87.6 µM],-6%[172 µM],-25%[172 µM],-17%[174 µM],i,31%[activator][87.6 µM]
O=C(NCCc1ccccc1F)c1cn2cc(-c3ccc(C(F)(F)F)cc3)sc2n1,8,-7%,·,-14%,-27%,i,-2%
Cc1ccc(CN(Cc2cccn2-c2nnc(N3CCCC3=O)s2)C(=O)Nc2ccccc2C(F)(F)F)cc1,-2,?,·,·,·,·,?
CNC(=O)c1cc(C2CC2)nc2c1c(C1CCN(C(=O)c3ccccc3OC)CC1)nn2C,1,·,·,-2%,-9%,·,·
COc1ccc(C(=O)N2CCc3nc(C4CC4)nc(-c4ccc(OC)cc4)c3C2)cc1,-11,-21%,·,-26%,?,i,-13%
COc1cc(Cl)ccc1C(=O)N[C@@H]1CN(c2ncccn2)C[C@H]1CN(C)C,11,-6%,-12%,-2%,-13%,i,12%
COc1ccc(OC2CCN(C(=O)C3CC3)CC2)c(C(=O)N2CCCCO2)c1,12,2%,-15%,14%,-7%,i,-2%
O=C(NC1CCN(c2cc(-c3cccs3)[nH]n2)C1)c1cccnc1 (configuration not stated),4,5%,7%,1%,-6%,?,-14%
# (next part)
SMILES,IP6K1 inhibitor,HEK293 viab,Luciferase inh,HEK cytotox,3T3 cytotox,GPT2 inhibitor,SNCA expr inh
O=C(NCC1CCCO1)N1CCc2c(nc3cc(-c4ccccc4Cl)[nH]n3c2=O)C1 (configuration not stated),25,3%,?,-3%,0%,i,-19%
O=c1c2nc(NCc3ccccc3)ccc2ncn1Cc1ccccc1,-3,-7%[87.6 µM],3%[172 µM],?,35µM*,-1%[88.5 µM],-1%[87.6 µM]
CS(=O)(=O)N1CC(c2nc(Cc3ccccc3)no2)C1,4,-2%,-4%,2%,i,i,-9%
O=C(NCc1ccc(F)cc1)c1nnc(Cc2cccc(F)c2)o1,3,-7%,·,·,·,·,?
O=C(NC1CCN(c2cc(-c3ccccc3)[nH]n2)C1)c1ccc(F)c(Cl)c1 (configuration not stated),1,-5%,1%,?,?,i,5%
COCc1nc2nccc(-c3ccc(Br)s3)n2n1,-3,3%,?,-9%,i,-6%,33%[activator]
CCN(C(=O)CCC(=O)NCCc1noc(-c2cccnc2)n1)c1ccccc1,23,12%[12.5 µM],-12%,2%,5%,i,-3%
